Source: PubChem (several laboratories)
GDH-TPI counter: inhibits GDH-TPI coupling enzymes, artifact for Mtb FBA screen. GDH-TPI coupled enzyme counterscreen, NADH absorbance. inhibition, % at 4.8 µM. 360,000 tested, 1.2% active; in the data active = inhibition above about 30%;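 also: 0% = DMSO wells and 100% = wells lacking the enzyme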
UGM FP inh: blocks M. tuberculosis UGM enzyme | P9WIQ1 | purified UGM, fluorescence polarization probe displacement | inhibition, % at 10 µM | 320,000 tested, 0.06% active; in the data active = inhibition above about 10%, passing the limit was not always enough; inconclusive = no clear call, values can overlap the other calls
Target sequence (P9WIQ1 whole entry, looked up): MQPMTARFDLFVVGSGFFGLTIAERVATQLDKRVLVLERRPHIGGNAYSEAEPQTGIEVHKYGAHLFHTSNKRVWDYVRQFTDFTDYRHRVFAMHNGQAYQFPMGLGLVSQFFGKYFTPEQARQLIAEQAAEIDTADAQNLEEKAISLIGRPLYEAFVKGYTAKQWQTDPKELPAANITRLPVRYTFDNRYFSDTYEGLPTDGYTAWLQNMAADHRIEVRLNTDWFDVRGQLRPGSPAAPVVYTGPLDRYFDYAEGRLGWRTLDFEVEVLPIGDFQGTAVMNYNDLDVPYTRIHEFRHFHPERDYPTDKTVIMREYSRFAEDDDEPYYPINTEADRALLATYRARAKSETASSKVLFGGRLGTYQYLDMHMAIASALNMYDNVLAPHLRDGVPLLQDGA
PfHsp40 rescue: rescue of PfHsp40-mediated yeast toxicity; S. cerevisiae expressing PfHsp40, growth rescue, ATP luminescence; growth rescue, % at 12.5 µM; 340,000 tested, 0.68% active; AID 504582; in the data active = growth rescue above about 28%, passing the limit was not always enough; inconclusive = no clear call, values can overlap the other calls;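 also: yeast W303a lacking pdr1 and pdr3 grown in galactose medium; growth measured after three days at 30 °C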
TcdB GH inh: blocks C. difficile toxin B glycohydrolase activity; P18177; TcdB glycohydrolase enzymatic assay, plate reader; inhibition, % at 9.99 µM; 350,000 tested, 0.24% active; AID 652162; in the data active = inhibition above about 10%
FadD28 FP inh: blocks FadD28 binding to the bisubstrate probe; fluorescence polarization; inhibition, % at 12.5 µM; 360,000 tested, 0.22% active; in the data active = inhibition above about 8.5%, passing the limit was not always enough; inconclusive = no clear call, values can overlap the other calls
Y pestis TopoI: inhibitors of Yersinia pestis topoisomerase I; Y. pestis Topo-I cleavage product accumulation, plate reader; activity, % at 10 µM; 360,000 tested, 0.064% active; in the data active = activity above about 50%, passing the limit was not always enough; inconclusive = no clear call, values can overlap the other calls; also: inactives centre near 2
Mtb FBA inh: inhibits M. tuberculosis FBA enzyme | P9WQA3 | purified M. tuberculosis FBA, fluorescence read-out | inhibition, % at 1 µM | 360,000 tested, 2.3% active; in the data active = inhibition above about 27%;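 also: 0% = vehicle and 100% = reference inhibitor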
Target sequence (P9WQA3 whole entry, looked up): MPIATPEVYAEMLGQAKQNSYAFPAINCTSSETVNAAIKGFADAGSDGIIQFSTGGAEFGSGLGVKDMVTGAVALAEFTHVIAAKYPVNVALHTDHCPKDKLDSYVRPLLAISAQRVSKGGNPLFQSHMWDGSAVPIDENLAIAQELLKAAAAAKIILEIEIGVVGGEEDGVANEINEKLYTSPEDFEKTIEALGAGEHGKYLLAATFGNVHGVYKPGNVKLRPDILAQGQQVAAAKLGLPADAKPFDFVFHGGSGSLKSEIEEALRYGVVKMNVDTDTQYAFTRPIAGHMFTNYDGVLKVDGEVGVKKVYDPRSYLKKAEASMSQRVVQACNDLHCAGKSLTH
BioA inh: BioA (M. tuberculosis) enzyme inhibition | purified M. tuberculosis BioA enzyme, plate reader | inhibition, % at 9.99 µM | 360,000 tested, 0.096% active | AID 602481; in the data active = inhibition above about 40%; inconclusive = no clear call, values can overlap the other calls
Vc quorum ag: quorum light induction in luxS cqsA deficient V. cholerae; 350,000 tested, 0.16% active; AID 588436; V. cholerae BH1578 lux reporter, luminescence, 6 h; activation, % at 18.7 µM; in the data active = activation mostly above about 9.7%, no sharp cut-off; inconclusive = no clear call, values can overlap the other calls; inactive = mostly below about 3.7%; also: not every result past the cut was called active; inactives centre near 0; reference of the scale not given here
* marks the source's active call; other numbers are inactive results; i = inactive; u = inconclusive; x = not tested or not shown.

SMILES	GDH-TPI counter	UGM FP inh	PfHsp40 rescue	TcdB GH inh	FadD28 FP inh	Y pestis TopoI	Mtb FBA inh	BioA inh	Vc quorum ag
COc1cccc2cc(CC(=O)c3ccc(C)c(C)c3)c(=O)oc12	4	-1.1	x	-0.1	-0.4	15	1	-0.6	-0.2
O=C(c1ccc2nc(Cc3cccc(Cl)c3)oc2c1)N1CCOCC1	1	2.8	-1.0	0.8	-3.7	9	-2	-0.1	-0.5
OCCNCc1cccc(-c2ccccc2)c1O	-12	x	-0.7	2.6	-5.8	-1	17	4.1	i
Cc1ccc(SCc2nc3ncccn3c2Br)cc1	4	-0.1	0.6	3.4	-4.1	7	1	1.6	-0.4
Cc1cccn2c(=O)nc(SCC(=O)N3CCCC3)nc12	10	0.5	-1.8	1.8	-2.2	-8	2	x	i
COC(=O)[C@]12C(=O)NC[C@H](CN1c1ccc(C(F)(F)F)cc1)N2C	5	-0.7	-0.6	0.8	-0.3	4	4	-0.2	i
C#CCOCCOCCOCCNc1nc(N2CCOCC2)nc(N2CCN(C(=O)CCCCCCCCCCNC(=O)[C@@H](CCSC)n3cc(CCO)nn3)CC2)n1	5	3.1	-0.2	-3.4	-1.6	u	5	-1.2	-0.6
COc1ccc(NC(=O)CSc2nnc(NC(=O)C3CCC3)s2)c(OC)c1	-7	-0.2	-0.8	1.4	-4.8	8	-5	x	0.4
CCOC(=O)C1(O)CC(C)=NN1C(=O)c1cccc(Br)c1 (stereo not drawn)	1	-1.2	-1.4	1.8	-2.0	-1	1	x	x
O=C(O)c1ccc(-c2ccc(-c3ccccc3)cc2)s1	27	0.1	-1.5	x	-1.4	4	118*	-0.9	-0.3
Cc1cc(C)n(S(=O)(=O)c2cccc([N+](=O)[O-])c2)n1	11	-0.4	-0.2	-3.3	4.0	1	3	-1.3	i
COc1ccc(NC(=O)Cn2nnc(C(=O)Nc3ccc(F)c(Cl)c3)c2N)cc1	11	2.0	1.1	1.7	-0.2	15	3	-2.6	-0.2
Cc1nc2c(-c3ccccc3)c(C)nn2c(C)c1CCC(=O)NC(C)CCc1ccco1 (stereo not drawn)	5	-3.2	-2.0	-5.7	-0.2	-2	6	-0.5	-0.4
COC(=O)c1c(NC(=O)CCC(=O)O)sc(Cc2ccccc2)c1C	4	-3.6	2.9	-1.1	-5.6	9	4	6.7	-0.3
CCn1ccnc1[C@@H]1C[C@H]2CN(Cc3cccc(Cl)c3)C(=O)[C@]23CCCN13	-1	-4.0	0.2	0.1	-3.5	2	-2	-0.2	i
Cc1cc(C(=O)OCC(=O)Nc2ncc(C(F)(F)F)cc2Cl)c(C)o1	-5	2.5	-0.3	x	-3.4	3	7	x	-1.4
Cc1ccc(NC(=O)CC(NC(=O)c2ccccc2Cl)c2ccccc2)nc1 (stereo not drawn)	12	0.8	-0.5	0.4	0.0	3	-3	-0.7	-0.5
Cc1cc(Br)ccc1OCCN1CCCC1	7	-0.9	0.6	3.9	-0.9	1	3	-0.4	i
CC(C)(C)OC(=O)N1CC(O)CC1C(=O)OCC(=O)c1ccc(-c2ccccc2)cc1 (stereo not drawn)	-10	-0.3	-0.4	-0.2	-4.5	25	0	x	i
CCn1c(SCC(=O)Nc2cccc(S(=O)(=O)N(C)c3ccccc3)c2)nnc1C1CC1	10	-1.7	-1.0	-3.3	-1.7	-8	3	-0.1	i
Cc1cc(NC(=O)C23CC4CC(CC(C4)C2)C3)n[nH]1	-5	0.6	0.5	0.1	0.6	-1	0	x	1.1
CCCCN(C(=O)c1cnccn1)c1c(N)n(CCC)c(=O)[nH]c1=O	-3	2.4	-1.4	0.9	-1.4	-7	-2	-1.9	i
COc1cccc(NC(=O)CSc2nc3ccccc3nc2N2CCCC2)c1	8	-0.6	10	-0.2	0.3	1	3	-1.9	-0.3
COc1ccc(CCNC(=O)C2CC(=O)N(c3ccc(C)cc3)C2)cc1 (stereo not drawn)	2	2.1	1.0	0.8	-0.7	-2	3	-1.3	i
O=C(OCC(=O)N1CCN(c2ccccc2)CC1)c1ccc2ncsc2c1	6	0.1	-0.6	x	-2.7	2	1	-1.5	-0.3
C=CCNC(=S)N1CCN(Cc2ccccc2)CC1	0	0.2	-0.4	0.0	1.7	-1	1	x	-0.3
CCOc1ccc(C=NNc2ccc(S(=O)(=O)Nc3ccccc3C(=O)O)cc2[N+](=O)[O-])cc1	14	0.5	-0.3	1.2	5.2	3	2	-2.8	i
CCCCCN(C(=O)CCC(=O)OCc1ccc(C(C)(C)C)cc1)c1c(N)n(CCCC)c(=O)[nH]c1=O	6	-1.8	0.9	-2.2	0.5	18	4	-1.4	i
COc1ccc(C(=O)NCc2c(C)nn(Cc3ccccc3)c2C)cc1S(=O)(=O)N1CCOCC1	1	-3.0	0.0	2.3	-0.5	19	2	-1.0	0.0
CCCCCC1CC(/C(C)=N/NC(N)=O)OC1=O (stereo not drawn)	11	1.6	1.3	x	-1.2	5	0	0.9	x
CCCCSc1nc(C)cc(NC(=S)Nc2ccc(OC)cc2)n1	19	1.8	-0.1	x	-0.9	10	-5	-1.6	x
CC(O)[C@H]1CN=C(N)N1CC(C)(C)C (stereo partly drawn)	5	-1.0	17	1.1	-1.5	-5	-1	-0.6	-0.8
COc1ccc(NCN2C(=O)CCC2=O)cc1	3	2.8	-0.5	x	1.0	0	1	0.2	i
O=C(CCc1ccccc1)Nc1ccccc1C(=O)NCc1ccco1	0	1.2	1.4	x	-3.2	-3	2	2.1	-0.4
COc1ccc(Cc2nc(-c3ccccn3)no2)cc1OC	-5	1.5	0.0	0.5	-2.3	4	-1	x	-2.0
CC1(C)CC(=O)C2=C(C1)OC(N)=C(C#N)C2c1ccc[nH]1 (stereo not drawn)	15	-0.6	-0.7	1.7	5.1	1	-5	-1.8	-0.2
Cn1cccc1Cc1nnc(SCC(=O)Nc2ccc(Cl)cc2)n1-c1ccc(F)cc1	-5	-1.0	0.7	1.9	-2.4	14	-1	-0.1	-0.2
COc1ccc(Cl)cc1Cn1c(C)c(C(=O)NCc2cccc([N+](=O)[O-])c2)sc1=O	7	x	x	0.9	-3.0	22	-2	-0.2	i
COc1cc(NC(=O)C2CC2C)c(C(=O)O)cc1OC (stereo not drawn)	8	1.8	-0.2	x	0.5	7	6	-1.2	x
Cc1ccc(C(=O)NNC(=O)c2cccc(S(=O)(=O)N3CCN(c4ccccc4)CC3)c2)cc1	4	1.2	1.1	x	-0.8	19	-1	0.5	i
CCCCC(Sc1nc(N)c(NC(=O)c2ccc(OCC)cc2)c(=O)[nH]1)C(=O)O (stereo not drawn)	6	5.3	-0.9	-0.3	-0.8	5	1	-1.1	-6.7
Cc1ccc(C)c(C(=O)CSc2nc(N)cc(=O)[nH]2)c1	-7	-0.3	1.2	0.6	1.4	-6	3	-2.9	0.6
COCCCNC(=S)NNC(=O)C(O)(c1ccccc1)c1ccccc1	4	3.0	-0.7	4.7	0.6	11	6	-1.4	-0.2
COc1ccc(-c2cc3c(=O)n(CC(=O)Nc4ccc(Cl)cc4)nc(C)n3n2)cc1	4	0.2	-0.2	1.3	-2.9	-1	2	-0.9	-0.3
O=C(c1ccco1)N1CCN(S(=O)(=O)c2ccc3[nH]c(=O)oc3c2)CC1	4	0.7	0.3	1.1	2.8	2	1	-0.7	x
Cc1ccc(-n2c(SCC(=O)Nc3cccc(S(=O)(=O)NC4=NCCCCC4)c3)nc3ccccc3c2=O)cc1	-3	-1.2	1.6	0.2	-3.5	15	2	x	-0.1
O=C1c2ccccc2C(=O)N1Cc1ccccc1F	3	-2.6	-0.8	1.1	-3.7	4	0	0.6	i
C=CCc1ccc(OCCOc2cccc3cccnc23)c(OC)c1	1	1.1	1.9	4.6	-3.5	22	-4	-1.1	i
CC(C)(C)Oc1ccccc1Nc1nc(NCCO)nc(N2CCCC2)n1	-13	-0.5	-0.8	0.9	-4.2	13	3	0.6	-11
O=C(Oc1cc(-c2ccccc2)no1)c1ccc(Cl)cc1	-5	-1.4	1.6	x	-4.1	-2	0	0.2	i
CC(C)(C)NCC(O)c1cc(O)cc(O)c1 (stereo not drawn)	7	-0.4	18	-1.1	-0.2	1	3	0.0	i
Cc1cc(C)n2cc(CSc3nnnn3-c3ccccc3C)nc2n1	-4	1.5	0.4	0.8	-2.5	6	7	-0.4	-0.7
O=S1(=O)CCN(c2ccccc2CC(c2c[nH]c3ccccc23)c2c[nH]c3ccccc23)CC1	10	x	0.7	1.1	0.4	6	-3	x	i
O=C(O)C(Cc1ccccc1)N1C(=O)c2c(Cl)c(Cl)c(Cl)c(Cl)c2C1=O (stereo not drawn)	0	-0.5	1.4	0.9	-0.3	5	-2	x	-0.8
CCOc1ccccc1NC(=O)CSc1ncnc2c1oc1ccccc12	15	-0.1	-0.5	x	0.3	1	2	3.8	-1.4
COCCNC(=O)/C(C#N)=C/c1ccc(-c2ccc(OC)cc2[N+](=O)[O-])o1	3	1.7	-1.2	x	-2.5	-9	-9	x	1.1
Fc1ccc(Br)cc1C1C=C(c2ccc(Br)cc2)Nc2ncnn21 (stereo not drawn)	8	-0.1	-0.9	-0.1	-1.0	0	10	-3.3	-0.7
O=C1N(C2CCCC2)C[C@@H]2C[C@@H](c3cccn3-c3nccs3)N3CCC[C@@]123	3	-1.1	-1.5	0.3	-1.7	4	1	x	-0.2
Cc1ccc([N+](=O)[O-])cc1S(=O)(=O)Nc1ccc(C(=O)NCc2ccccn2)cc1	-10	0.9	-0.2	2.0	-2.3	-9	0	x	-1.4
COc1ccccc1OCC(=O)NN1Cc2ccccc2C1=N	-2	4.8	-0.7	x	-0.6	-9	-3	-2.6	-2.0

(listing goes on)
SMILES	GDH-TPI counter	UGM FP inh	PfHsp40 rescue	TcdB GH inh	FadD28 FP inh	Y pestis TopoI	Mtb FBA inh	BioA inh	Vc quorum ag
Cc1cc(=O)[nH]c(SCC(=O)N2CCCC(C)C2)n1 (stereo not drawn)	4	0.0	-0.5	-0.2	-0.8	-2	7	-5.6	1.0
O=C(COC(=O)COc1ccccc1[N+](=O)[O-])NC1CCCC1	1	-2.5	1.1	x	-2.0	2	0	0.4	-0.2
O=C1CC(c2ccccc2)CC(O)=C1C=NCCN1CCN(C(=O)Nc2ccccc2)CC1 (stereo not drawn)	6	-0.7	1.2	x	0.3	-8	-2	-1.1	i
CC(C)CN(C(=O)CSc1nnc(-c2ccco2)o1)c1c(N)n(Cc2ccccc2)c(=O)[nH]c1=O	-1	-0.3	-1.5	-0.8	-1.0	3	4	x	i
O=C(O)c1cccc(-n2cccc2/C=C2/SC(=O)N(CC(=O)N3CCCC3)C2=O)c1	10	-0.3	-0.5	0.4	-2.7	4	3	0.6	0.6
O=C(Cn1ccc2ccccc2c1=O)NCCC(=O)NC1CCN(Cc2ccccc2)CC1	2	-0.1	-1.0	x	0.4	8	5	-2.4	-0.4
Clc1cncc(Cl)c1NNc1c2ccccc2nc2ccccc12	3	1.1	1.8	0.7	-1.5	-5	39*	x	i
CC12CC(c3ccccc3O1)C(C(=O)N1CCOCC1)C(=O)N2 (stereo not drawn)	12	2.1	0.2	-1.3	-1.7	-7	-2	1.3	i

Some values from above.
For UGM FP inh, CC12CC(c3ccccc3O1)C(C(=O)N1CCOCC1)C(=O)N2 (stereo not drawn) is entered as 2.1
For Y pestis TopoI, O=C(Cn1ccc2ccccc2c1=O)NCCC(=O)NC1CCN(Cc2ccccc2)CC1 is entered as 8

Pulled by structure from the entries so far, 5 records:
SMILES	GDH-TPI counter	UGM FP inh	PfHsp40 rescue	TcdB GH inh	FadD28 FP inh	Y pestis TopoI	Mtb FBA inh	BioA inh	Vc quorum ag
O=C(COC(=O)COc1ccccc1[N+](=O)[O-])NC1CCCC1	1	-2.5	1.1	x	-2.0	2	0	0.4	-0.2
Clc1cncc(Cl)c1NNc1c2ccccc2nc2ccccc12	3	1.1	1.8	0.7	-1.5	-5	39*	x	i
Cc1cc(=O)[nH]c(SCC(=O)N2CCCC(C)C2)n1 (stereo not drawn)	4	0.0	-0.5	-0.2	-0.8	-2	7	-5.6	1.0
CC12CC(c3ccccc3O1)C(C(=O)N1CCOCC1)C(=O)N2 (stereo not drawn)	12	2.1	0.2	-1.3	-1.7	-7	-2	1.3	i
O=C(Cn1ccc2ccccc2c1=O)NCCC(=O)NC1CCN(Cc2ccccc2)CC1	2	-0.1	-1.0	x	0.4	8	5	-2.4	-0.4
